VLA-4 inh – inhibition in human VLA-4 binding assay, primary screen, VLA-4 allosteric modulator project, MLPCN library, flow cytometry, VLA-4 expressing cells; 0.2% of 330,000 active; inhibition, % (about 7 µM as worked out from the volumes in the protocol); ligand binding flow cytometry; Integrin alpha-4 (Homo sapiens), P13612; AID 2557, 2010; in the data active = inhibition above about 50%
CIT2-GFP yeast – modulators of CIT2-GFP expression in yeast, primary screen, S. cerevisiae, GFP fusion, multiplex flow cytometry, MLPCN library; S. cerevisiae CIT2-GFP strain, 3 h; 100 means same as DMSO wells; GFP response vs DMSO, % at 10 µM; 0.065% of 320,000 active; AID 2029, 2009;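 active = GFP response relative to DMSO above a set limit, near the screen mean plus 3 SD, cut at about 150% in these data; inconclusive = Fewer than 70 cells measured for a yeast strain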;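 note: ratio of well median GFP fluorescence to mean of DMSO wells on the plate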
LAP4 TOR yeast – modulators of LAP4-GFP expression in yeast, primary screen, S. cerevisiae, multiplex flow cytometry, MLPCN library. 3 h; median GFP as percent of DMSO wells. GFP response vs DMSO, % at 10 µM. 0.34% of 320,000 active;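 active = GFP response vs DMSO above a set limit, about the screen mean plus 3 SD, cut at about 150% in these data; inconclusive = under 70 cell events counted for the yeast strain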
RPL19A-GFP yeast – RPL19A-GFP expression modulators in yeast, primary screen, cell-based, S. cerevisiae, multiplex flow cytometry, MLPCN | S. cerevisiae RPL19A-GFP strain, 3 h; stronger effect = lower value | percent response vs DMSO, % at 10 µM | 0.3% of 330,000 active | AID 2025, 2009;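 active = percent response vs DMSO below 50%; inconclusive = fewer than 70 events counted for the yeast strain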;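 note: median channel GFP fluorescence of the barcoded RPL19A-GFP strain; ratio of sample median GFP to plate DMSO average so 100% = DMSO; lower means less RPL19A-GFP as with rapamycin TOR inhibition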
GRK2 aptamer HTS – compounds blocking aptamer binding on GRK2 – biochemical, human GRK2, bead flow cytometry, HTS, primary screen; AID 488847, 2010; inhibition of aptamer binding, % at 10 µM; FAM-aptamer displacement from GRK2; 0.59% of 330,000 active; Beta-adrenergic receptor kinase 1 (Homo sapiens), P25098;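 active = inhibition of aptamer binding above 40%, roughly 3 SD of noise, on plates passing a quality check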;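 note: median bead fluorescence of bound FAM aptamer so fluorescent compounds give negative values; no value below 0 was filed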
Target sequence (P25098 whole entry, looked up): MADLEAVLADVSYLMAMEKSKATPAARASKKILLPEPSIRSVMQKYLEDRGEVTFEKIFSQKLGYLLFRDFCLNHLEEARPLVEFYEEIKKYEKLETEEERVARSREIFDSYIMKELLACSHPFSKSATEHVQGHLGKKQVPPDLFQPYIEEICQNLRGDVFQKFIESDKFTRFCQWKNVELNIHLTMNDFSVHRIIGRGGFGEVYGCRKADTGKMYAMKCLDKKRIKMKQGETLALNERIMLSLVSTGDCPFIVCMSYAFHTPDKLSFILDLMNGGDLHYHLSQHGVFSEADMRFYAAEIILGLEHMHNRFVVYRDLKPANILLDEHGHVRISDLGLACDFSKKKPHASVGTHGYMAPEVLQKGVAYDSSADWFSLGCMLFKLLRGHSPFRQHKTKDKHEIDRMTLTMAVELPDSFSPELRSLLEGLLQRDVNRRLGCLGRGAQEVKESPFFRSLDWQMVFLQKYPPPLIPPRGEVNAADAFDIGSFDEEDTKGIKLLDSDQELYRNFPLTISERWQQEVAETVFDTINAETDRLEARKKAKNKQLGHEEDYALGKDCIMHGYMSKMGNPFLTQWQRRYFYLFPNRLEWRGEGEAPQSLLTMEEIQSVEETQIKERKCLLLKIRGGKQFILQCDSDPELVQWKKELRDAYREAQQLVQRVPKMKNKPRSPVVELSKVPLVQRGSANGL
MEP2 TOR yeast – modulators of MEP2-GFP levels in yeast, primary screen, S. cerevisiae, multiplex flow cytometry, MLPCN library. 0.51% of 330,000 active. S. cerevisiae MEP2-GFP strain, 3 h; 100% = DMSO control level. AID 2016, 2009. GFP response vs DMSO, % at 10 µM;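 active = GFP response versus DMSO above a set limit, roughly screen mean plus 3 SD, cut at about 180% in these data; inconclusive = fewer than 70 cells counted for a yeast strain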;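 note: median GFP fluorescence of the barcode-gated MEP2-GFP cells per well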
CR mimetic SO – reduction of superoxide in aged yeast, primary screen, HTS. S. cerevisiae aged cells, superoxide DHE fluorescence; stronger effect = lower value. superoxide response (% of plate mean), % at 10 µM. 0.18% of 330,000 active;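 active = superoxide response under a set limit, about three screen SD below normal, cut at about 65% in these data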;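 note: yeast aged for seven days with compound at 30 °C before DHE staining; 100% = average MFI of all compound-treated wells on the plate with controls excluded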
AGP1-GFP MLPCN – modulators of AGP1-GFP expression in yeast TOR pathway, primary screen, cell-based, multiplex flow cytometry, S. cerevisiae, MLPCN library; 3 h; GFP as percent of DMSO wells; GFP response vs DMSO, % at 10 µM; 0.02% of 320,000 active;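 active = GFP response relative to DMSO above a set limit, near screen average plus 3 SD, cut at about 150% in these data; inconclusive = fewer than 70 cells counted for the yeast strain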;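 note: median GFP channel fluorescence of the gated AGP1 strain per well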
An asterisk follows results filed as active; ? = inconclusive; & = joins results of further samples; [ ] = dose if it differs, or a comment.

SMILES	VLA-4 inh	CIT2-GFP yeast	LAP4 TOR yeast	RPL19A-GFP yeast	GRK2 aptamer HTS	MEP2 TOR yeast	CR mimetic SO	AGP1-GFP MLPCN
CCc1c(C(=O)Nc2ccccc2)c(C)[nH]c(=S)c1C#N	9	102	101	99	2	103	114	105
CCOc1ccc(NC(=O)C2CCCN(c3cnccn3)C2)cc1 (stereo not drawn)	-4	102	93	96	6	95	108	96
Cc1ccsc1CNCC(O)c1ccccc1 (stereo not drawn)	0	108	96	102	0	97	95	102
Cc1noc(/C=C/c2ccco2)c1S(=O)(=O)N1CCC(C(=O)N2CCc3ccccc32)CC1	1	102	102	98	5	103	96	103
CCOC(=O)c1sc(NC(=O)c2sc(C)nc2C)nc1C	-2	100	98	104	1	104	96	91
Cn1c(N)c(C(=O)COC(=O)Cc2ccsc2)c(=O)n(C)c1=O	13	96	97	92	2	102	101	92
CCC(OC(=O)C1=Cc2ccccc2OC1)C(=O)NC1CCCC1 (stereo not drawn)	6	86	101	93	0	96	104	102
COc1ccccc1-n1c(SCC(=O)N2CCOCC2)nc(O)c(Cc2ccccc2)c1=O	-1	101	101	99	3	108	117	103
CCCC[C@H]1COCCS(=O)(=O)N1Cc1cccc(Cl)c1	3	90	102	93	0	106	99	102
CCn1c(SCc2ccc(Cl)c(Cl)c2)nnc1C(C)NC(=O)c1ccc(OC)cc1 (stereo not drawn)	-1	93	86	102	0	101	103	89
COc1ccc(NC(=O)NC2CCCCC2C)cc1 (stereo not drawn)	7	91	100	98	3	101	114	91
COc1ccc2occ(C(=O)c3ccc(N=C(C)N(C)C)cc3)c2c1	4	101	100	99	0	99	90	101
CCOc1ccccc1N1CCN(Cc2c(C)n(C)n(-c3ccccc3)c2=O)CC1	10	?	?	?	0	?	105	?
Cc1ccc2[nH]c(C(=O)N/N=C/c3ccccc3C(=O)O)c(-c3ccccc3)c2c1	-5	102	102	106	1	123	122	97
COc1ccc(C(=O)N(c2ccc(C)cc2)C2C=CS(=O)(=O)C2)cc1OC (stereo not drawn)	7	100	99	103	0	103	102	96
CC(C)C(C)(C#N)NC(=O)CSc1ncnc2sc(-c3ccccc3)cc12 (stereo not drawn)	-179	100	108	101	2	101	105	96
COc1ccccc1OCCn1cc(C(=O)C(C)C)c2ccccc21	-5	103	80	102	1	101	119	94
C/C(Cn1nnc2ccccc21)=N\NC(=O)c1ccc(Br)cc1	15	82[may fluoresce red]	87[may fluoresce red]	?	2	90[may fluoresce red]	95	89[may fluoresce red]
CCC(=O)NC(c1cc(Cl)c2cccnc2c1O)C(C)C (stereo not drawn)	12	89	73	91	0	84	83	64
O=C(O)CC(NC(=O)C(c1ccccc1)c1ccccc1)c1ccc(F)cc1 (stereo not drawn)	5	94	105	100	3	99	95	103
COc1ccccc1C(=O)N1CCN(C(=O)COc2cccc(C)c2)CC1	-12	108	112	106	0	106	100	107
COc1cccc(C2C(C#N)=C(N)Oc3cc(C)[nH]c(=O)c32)c1OC (stereo not drawn)	5	108	100	102	4	103	91	105
CCCCOc1ccc(-c2n[nH]c(=S)n2Cc2ccccc2)cc1	3	86	93	102	1	96	101	90
CC1=C(C(=O)Nc2ccccc2)C(c2ccc3c(c2)OCO3)C2=C(CCCC2=O)N1 (stereo not drawn)	3	107	98	100	0	101	87	102
CCCn1c(=S)[nH]c2cc(C(=O)N3CCc4ccccc43)ccc2c1=O	13	96	93	97	3	98	80	95
COc1ccc(S(=O)(=O)CC(=O)c2cc(C)c(O)c(C)c2)cc1	50*	99	86	102	4	106	88	96
Brc1nc(-c2ccccc2)nc(-c2ccccc2)c1Br	21	106	95	97	3	108	120	103
Clc1ccc(Nc2c3c(nc4ncnn24)CCC3)cc1	15	98	108	97	0	100	89	104
Clc1nc(NCc2cccnc2)nc(N2CCOCC2)n1	-7	90	93	100	0	96	93	98
Cn1c(CSc2ccccc2)c(C#N)c2ccccc21	5	94	127	101	1	104	67	92
O=Cc1ccc(-c2ccccc2C(=O)O)o1	-4	100	100	97	5	98	107	100
COc1ccc(C(=O)NC2CCN(S(=O)(=O)c3ccccc3F)CC2)cc1	2	117	99	109	0	108	110	110
CCOC(=O)N1CCN(S(=O)(=O)c2ccc(C(=O)Nc3nnc(C)o3)cc2)CC1	18	101	96	102	1	106	110	104
CCN(CC)S(=O)(=O)c1ccc(N2CCc3ccccc3C2)nc1	10	82	79	95	0	94	107	88
COc1ccc(OCC(=O)Nc2ccc3c(c2)OCO3)cc1	-5	94	92	98	2	101	110	99
C=CCN1C(=O)S/C(=C\c2ccc3c(c2)n(C)c(=O)n3C)C1=O	-2	95	101	103	2	98	120	91
CSc1ccc(C(=O)C2CCCN(C(=O)c3cccc(N4CCOCC4)c3)C2)cc1 (stereo not drawn)	-6	95	89	89	1	89	111	92
O=C(COc1ccc(Cl)cc1)NCc1nnc(SCC(=O)NCc2ccc3c(c2)OCO3)o1	0	90[may fluoresce red]	95[may fluoresce red]	?	5	84[may fluoresce red]	101	?
Fc1ccc(NC(=S)NC2CC3CCCC(C2)N3Cc2cccs2)cc1 (stereo not drawn)	7	99	100	97	0	98	98	94
CC(C)CCOc1ccc(/C=N/N2C(=O)CSC2=S)cc1	-9	96	104	103	0	99	111	96
COc1ccc(CN2CCC(=O)N([C@H](CO)CC(C)C)CC2)cc1	1	66	105	94	2	91	94	78
Cc1c(C(=O)OCC(=O)Nc2ccccc2OC(F)F)cccc1[N+](=O)[O-]	5	99	96	101	0	95	99	99
O=C(COc1coc(CN2CCN(c3ccccc3F)CC2)cc1=O)NC1CCCCC1	6	96	121	99	3	96	89	111
Cc1cc(C)nc(SSc2nc(C)cc(C)n2)n1	-5	105	104	100	0	102	95	105
Cn1nccc1C(=O)N1CCC(Cc2ccccc2)CC1	6	102	85	103	0	93	98	96
O=C(NC(=S)Nc1cccc(CO)c1)c1ccc(-c2ccccc2)cc1	5	97	101	102	0	102	114	98
COc1ccc(-c2oc(NC(=O)CSc3nncn3C)c(C#N)c2-c2ccc(OC)cc2)cc1	-7	104	99	96	1	96	103	101
CC(C)C(NS(=O)(=O)c1ccc2c3c(cccc13)C(=O)N2)C(=O)O (stereo not drawn)	16	105	105	100	4	111	96	101
CN(C)C1(CNCC(O)c2ccccc2)CCCCC1 (stereo not drawn)	8	111	105	110	1	120	104	104
O=C(O)CN1C(=O)C(=O)N(Cc2ccc(Cl)c(Cl)c2)C1=O	21	103	94	101	0	98	105	100
CCC(C)(C(=O)NC1CCCC1)N(Cc1cccs1)C(=O)c1ccc2c(c1)OCO2 (stereo not drawn)	7	97	96	99	1	107	78	102
CCOC(=O)N1CCC(NC(=O)c2cc(S(=O)(=O)N3CCc4ccccc43)cn2C)CC1	6	107	98	98	0	94	100	103
N#Cc1ccc(C(=O)N2CCN(c3ncccn3)CC2)cc1	4	105	100	112	0	108	92	105
COc1cccc2cc(-c3cn4ccc(C)cc4n3)c(=O)oc12	-1	99	110	97	0	111	100	100
Cc1[nH]c2ccccc2c1C(=O)Cn1c(=O)oc2ccccc21	-6	101	99	100	0	103	90	100
O=C(CN1C(=O)NC2(CCCCCC2)C1=O)c1ccc(Cl)cc1	2	83	92	90	3	92	92	86
Cc1ccc(S(=O)(=O)NC(C)C(=O)Nc2ccc(C(N)=O)cc2)cc1 (stereo not drawn)	11	96	112	104	0	106	102	109
COc1ccccc1C(CNC(=O)C1CC(=O)N(Cc2ccccc2)C1)N1CCCC1 (stereo not drawn)	0	90	104	105	0	103	79	106
COCc1cc(=O)n2[nH]c(C)c(-c3ccccc3)c2n1	10	96	83	102	1	97	84	95
COC1CCCCC1NS(=O)(=O)c1ccc(Cl)cc1 (stereo not drawn)	1	92	104	98	7	102	94	99
(more compounds)
SMILES	VLA-4 inh	CIT2-GFP yeast	LAP4 TOR yeast	RPL19A-GFP yeast	GRK2 aptamer HTS	MEP2 TOR yeast	CR mimetic SO	AGP1-GFP MLPCN
O=S(=O)(c1cccc(C(F)(F)F)c1)N(CCCN1CCOCC1)Cc1cccs1	6&20	92&109	94&99	94&101	0&0	104&105	105&93	93&99
O=C1COc2ccc(C(=O)c3ccccc3C(=O)O)cc2N1	-19	85	90	91	2	93	108	90
O=C(CCC(=O)NC1CCN(Cc2ccccc2)CC1)NCc1ccco1	-12	96	86	102	0	102	97	101
COC(=O)c1ccc(OC(=O)c2cccnc2)cc1	11	100	89	97	0	111	94	87
Cc1ccc(OCc2ccc(C(=O)NCC3CCCO3)cc2)cc1 (stereo not drawn)	3	102	109	103	7	105	107	101
C/C(=N\NC(=O)c1ccc(Br)o1)c1cc2c(cc1NC(=O)CCC(=O)O)OCO2	11	90	69	111	3	103	125	97
O=C(NC1CCCC1)c1ccc(CS(=O)(=O)Cc2ccccc2Cl)o1	1	116	105	106	0	111	96	114
CCN(CC)C(=O)CSc1nnc(-c2c[nH]c3ccccc23)o1	-7	63	69	79	0	77	97	103
O=[N+]([O-])c1ccc(Cl)c(NC2=NCCCCC2)c1	-6	102	97	99	0	94	103	100
NS(=O)(=O)c1ccc(N/N=C/c2cn(-c3ccccc3)nc2-c2ccccc2)c([N+](=O)[O-])c1	-14	110	105	100	2	99	104	105
O=C(C(=O)N1CCN(c2ccc(F)cc2)CC1)c1cn(CC(=O)N2CCOCC2)c2ccccc12	5	?	?	?	2	?	126	?
Cc1cc(C)cc(C(=O)/C=C2\NC(=O)CS2)c1	1	83	96	98	0	92	99	92
COc1ccc2oc(=O)c(-c3nnc(NCc4ccco4)s3)cc2c1	-7	82	96	96	0	98	97	92
COc1ccc(Oc2nc3c(c(=O)n(C)c(=O)n3C)n2Cc2cccc(OC)c2)cc1	3	95	99	102	0	100	109	99
CCOc1ccccc1OCCC(=O)OCC(=O)Nc1c(C)nn(-c2ccccc2)c1C	-1	94	99	97	3	102	76	106

The final four entries of the section before come first, to join the parts:
SMILES	VLA-4 inh	CIT2-GFP yeast	LAP4 TOR yeast	RPL19A-GFP yeast	GRK2 aptamer HTS	MEP2 TOR yeast	CR mimetic SO	AGP1-GFP MLPCN
Cc1cc(C)cc(C(=O)/C=C2\NC(=O)CS2)c1	1	83	96	98	0	92	99	92
COc1ccc2oc(=O)c(-c3nnc(NCc4ccco4)s3)cc2c1	-7	82	96	96	0	98	97	92
COc1ccc(Oc2nc3c(c(=O)n(C)c(=O)n3C)n2Cc2cccc(OC)c2)cc1	3	95	99	102	0	100	109	99
CCOc1ccccc1OCCC(=O)OCC(=O)Nc1c(C)nn(-c2ccccc2)c1C	-1	94	99	97	3	102	76	106
CC(C)OCCCNc1ncc2c(n1)CC(c1ccc(N(C)C)cc1)CC2=O (stereo not drawn)	1	98	102	107	8	111	103	96
CCN1CCSc2ccc(C(=O)NCc3ccc(OC(C)C)cc3)cc21	6	93	127	104	7	101	114	98
CCOC(=O)c1[nH]c(C)c(/C(O)=C2\C(=O)C(=O)N(CCCN(C)C)C2c2cccnc2)c1C (stereo not drawn)	6	94	85	94	6	92	86	85
O=C(c1ccccc1)N1CCN2C(=O)c3ccccc3C12c1ccc(Cl)cc1 (stereo not drawn)	5	100	103	100	2	105	100	103
CCCCC1CC(/C(C)=N/NC(N)=O)OC1=O (stereo not drawn)	7	91	85	86	2	100	113	84

Screening results from PubChem BioAssay.
